Screening data: PubChem BioAssay, several laboratories
STK33 inh: inhibitors of purified STK33 kinase, primary screen, biochemical, ADP-Glo luminescence, homogeneous, cell-free; Serine/threonine-protein kinase 33 (Homo sapiens), Q9BYT3; MBP phosphorylation; inhibition, % at 10 µM; 320,000 compounds, 0.073% hits; AID 2661, 2010;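 active = inhibition at or above 25%, using the most active replicate where run in duplicate; inactive = inhibition below 25%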
Target sequence (Q9BYT3 whole entry, looked up): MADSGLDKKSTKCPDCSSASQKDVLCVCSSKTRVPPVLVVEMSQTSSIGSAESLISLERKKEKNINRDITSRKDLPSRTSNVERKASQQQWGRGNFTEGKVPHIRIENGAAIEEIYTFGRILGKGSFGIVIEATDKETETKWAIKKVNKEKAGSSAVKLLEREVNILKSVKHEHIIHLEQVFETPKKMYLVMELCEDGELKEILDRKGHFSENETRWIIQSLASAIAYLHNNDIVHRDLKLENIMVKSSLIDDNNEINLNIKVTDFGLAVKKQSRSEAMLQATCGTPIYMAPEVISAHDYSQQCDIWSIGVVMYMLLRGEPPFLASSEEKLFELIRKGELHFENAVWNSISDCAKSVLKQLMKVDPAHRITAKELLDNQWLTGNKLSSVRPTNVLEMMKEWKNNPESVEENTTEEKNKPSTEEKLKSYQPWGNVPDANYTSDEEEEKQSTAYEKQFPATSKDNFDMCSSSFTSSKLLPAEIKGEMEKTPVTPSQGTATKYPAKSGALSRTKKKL
Kir21 block: inhibitors of mouse Kir2.1 inward-rectifier potassium channel; 310,000 compounds, 0.85% hits; AID 1672, 2009; B-score at 10 µM; HEK293-Kir2.1, FluxOR thallium flux fluorescence; stronger effect = lower value; Inward rectifier potassium channel 2 (Mus musculus), P35561;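 active = fluorescence ratio B-score at or below minus 3 SD of library scores, with starting-brightness B-score within 2 SD, cut at about -4.2 in these data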;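 note: channel flux triggered by added potassium and thallium sulfate stimulus; B-score of peak minus minimum fluorescence over baseline after thallium stimulus; more negative B-score means stronger Kir2.1 block with less thallium influx; some compounds called inactive have numbers as strong as hits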
Target sequence (P35561 whole entry, looked up): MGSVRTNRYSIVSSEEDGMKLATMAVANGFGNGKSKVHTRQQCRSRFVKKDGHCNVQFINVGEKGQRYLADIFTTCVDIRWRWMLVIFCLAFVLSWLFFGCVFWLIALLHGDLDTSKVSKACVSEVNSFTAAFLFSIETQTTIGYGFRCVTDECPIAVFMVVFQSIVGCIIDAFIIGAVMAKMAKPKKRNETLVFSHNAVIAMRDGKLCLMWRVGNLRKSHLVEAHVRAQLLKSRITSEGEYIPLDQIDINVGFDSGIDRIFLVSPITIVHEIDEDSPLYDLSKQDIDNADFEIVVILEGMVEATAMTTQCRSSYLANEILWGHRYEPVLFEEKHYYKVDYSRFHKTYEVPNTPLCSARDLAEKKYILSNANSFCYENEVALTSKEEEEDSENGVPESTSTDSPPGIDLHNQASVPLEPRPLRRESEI
KCNQ2 block: KCNQ2 potassium channel inhibitors, primary screen, cell-based, CHO-K1, FluxOR thallium flux, B-score (AID 2156); B-score at 10 µM; Potassium voltage-gated channel subfamily KQT member 2 (Rattus norvegicus), O88943; 20 min; stronger effect = lower value; 310,000 compounds, 1.1% hits;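 active = fluorescence ratio B-score at most minus 3 library SDs, with starting brightness B-score within 2 library SDs, cut at about -5.5 in these data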
* = called active by the depositor; i = inactive; x = no result given.

SMILES | STK33 inh | Kir21 block | KCNQ2 block
O=C(CC1(O)C(=O)c2ccccc2C1=O)c1ccccc1 | -0.2 | -0.88 | i
Cc1ccc(NC(=O)C2CCN(S(C)(=O)=O)CC2)cc1Cl | -0.6 | 0.38 | i
CC(=O)N(Cc1ccccc1)Cc1nc2sc(C)c(C)c2c(=O)[nH]1 | 1.2 | 0.42 | i
COc1cc2[nH]c(=O)n(C3CCCCC3)c(=O)c2cc1OC | -1.4 | 0 | i
COc1cc2c(cc1OC)C(C)N(C(=O)c1c(-c3ccccc3)noc1C)CC2 (stereo not given) | -4.3 | -0.27 | i
COCCN1CCN(C(=O)C2CCC(=O)N(CCc3ccccc3)C2)CC1 (stereo not given) | -1.2 | 1.4 | i
Cc1ccc(S(=O)(=O)Oc2ccccc2/C=N/O)cc1 | 0.4 | -6.9* | i
O=C1C2C3C=CC(C3)C2C(=O)N1Cc1cccnc1 (stereo not given) | -0.6 | -0.58 | i
CC1=C/C(=N\OS(=O)(=O)c2ccccc2)C=CC1=O | -2.7 | -8.5* | i
Cc1nn2c3c(cnc2c1-c1ccccc1)C(=O)CC(c1ccccc1)C3 (stereo not given) | -1.8 | -0.09 | i
CCN(C(=O)CSc1nc2ccccc2o1)C1CCS(=O)(=O)C1 (stereo not given) | -0.6 | -1.9 | i
CC1CN(C(=S)Nc2ccc(F)cc2F)CC(C)O1 (stereo not given) | -1.5 | 0.13 | i
O=C(CCC(=O)n1ncc2ccccc21)N1CCCCC1 | 6.4 | -0.29 | i
[2H]c1c([2H])c([2H])c(C(=O)c2sc(N3CCCCCC3)nc2-c2ccccc2)c([2H])c1[2H] | -1.0 | -1.3 | i
Cc1ccccc1NS(=O)(=O)c1cc2c3c(c1)CC(=O)N3CCC2 | 1.4 | -1.3 | i
O=C(NC1CC1)c1ccc(-c2nc3ccccc3s2)s1 | 7.0 | -0.6 | i
CSc1ccc(-c2c(C#N)c(N)nc3c2c(C)nn3-c2ccccc2)cc1 | -1.0 | -0.68 | i
COC(=O)c1ccc(CNC(=O)/C=C/c2cc([N+](=O)[O-])ccc2OC(F)F)cc1 | -1.6 | 0.74 | i
COC(=O)c1ccc2nc(-c3ccc(S(C)(=O)=O)cc3)cn2c1 | 0.7 | 0 | i
COC(=O)CCC(=O)Nc1ccc(OC)cc1 | -0.8 | 1.1 | i
COc1cc2c(cc1Cl)/C(=C\CCN(C)C)c1ccccc1S2 | 2.1 | -11* | i
CC(=O)Oc1ccccc1C1OCCN1C(C)=O (stereo not given) | 0.2 | 0.6 | i
COc1ccc(/C=N/Nc2ncc(C(F)(F)F)cc2Cl)c(OC)c1OC | -0.6 | -1.9 | i
Cc1ccc(SCc2nc(N)nc(Nc3ccccc3C)n2)c(C)c1 | -0.6 | -0.03 | i
COc1ccc(C2(c3ccc(OC)cc3)NC(=O)NC2=O)cc1 | -0.3 | 0.62 | i
CC(=O)c1cccc(-n2c(CCC(=O)O)ccc2-c2cccs2)c1 | -0.8 | 0.63 | i
C=CCC1(CC=C)CCCN1C(=O)c1cc(COc2ccc(C)nc2)on1 | 0.3 | -1 | i
COC(=O)C1=C(N)Oc2c(oc(CO)cc2=O)C1c1ccc(F)cc1 (stereo not given) | -1.3 | 1.1 | i
CCOC(=O)C(C(=O)Nc1ccccc1)C1CCCCC1 (stereo not given) | -34 | 0.43 | i
CCOC(=O)N1CCN(C(=O)CSc2nc(=O)n3cccc(C)c3n2)CC1 | -1.6 | 1.6 | i
CCCc1cc(=S)n2c([nH]c3ccccc32)c1C#N | -0.1 | -2.9 | i
O=C(O)Cn1cc(C(=O)C(F)(F)F)c2ccccc21 | 0.3 | 0.07 | i
CC(C)(C)SCCNS(=O)(=O)c1ccccc1 | 1.5 | 1.6 | i
Cc1cc(C)c(C(=O)NC2CC(C)(C)Cc3c2cnn3-c2ccccc2)o1 (stereo not given) | 0.0 | -0.1 | i
CCOc1ccc2ccccc2c1CNCCc1ccc(S(N)(=O)=O)cc1 | 0.6 | -4.4* | i
Cc1ccc(-c2csc(N3CCN(c4cc5c(cc4Cl)nc(-c4ccncc4)n5CCN4CCCCC4)CC3)n2)cc1 | 0.3 | 1.1 | i
Cc1cc(NC(=O)c2sccc2C)n(-c2nc3ccccc3[nH]2)n1 | -1.3 | 1.8 | i
COc1ccc2nc(NCc3ccccc3)[nH]c2c1 | -0.5 | -5.3* | i
COc1ccc(CC(NC(C)=O)C(=O)NC2CCN(C(=O)NCc3ccccc3)CC2)cc1 (stereo not given) | 0.0 | 0.18 | i
COc1cc(OC)cc(C(=O)Nc2ccc(S(=O)(=O)Nc3nc(C)cc(C)n3)cc2)c1 | -1.1 | 2.7 | i
O=C(NCCN1CCN(c2cccc(Cl)c2)CC1)Nc1ccccc1 | 8.5 | -0.13 | i
CC(=O)N1CC[n+]2c(-c3ccc([N+](=O)[O-])cc3)csc21 | -3.5 | 0.04 | i
CC1Cc2ccccc2N1C(=O)CSc1nccc(=O)[nH]1 (stereo not given) | 8.0 | 0.64 | i
CCC(=O)Nc1nnc(CCc2ccccc2)s1 | 0.2 | 2.4 | i
CC12CCC(=O)N1C(C(=O)NCc1ccccc1F)CS2 (stereo not given) | x | 0.81 | i
CCc1ccc(S(=O)(=O)Nc2c(NC3CCCCC3)c3ccccc3oc2=O)cc1 | x | 2.3 | i
CSc1nc(Oc2ccccc2)c2sccc2n1 | -2.6 | 1.2 | i
CC1=NN(C(N)=S)C(=O)C1N=Nc1c(Cl)cc([N+](=O)[O-])cc1Cl (stereo not given) | -2.3 | 0.18 | i
Cc1cccc(C(=O)Nc2ccc3c(c2)ncn3C)c1 | -1.0 | 0.56 | i
O=C(Nc1ccccc1F)c1ccc2c(c1)OCO2 | 2.2 | -0.52 | i
CC(OC(=O)c1ccc(S(=O)(=O)N(C)C)cc1)C(=O)Nc1ccc(Cl)cn1 (stereo not given) | -1.2 | 0.99 | i
CCOC(=O)CNC(=O)CSc1ncccc1-c1nc2ccccc2[nH]1 | 1.0 | -0.11 | i
OCCOCCNc1ncnc2c1cnn2-c1ccccc1 | -0.8 | 0.78 | i
CC1(C)Cc2c(sc3nc(SCC(=O)NCc4ccccc4)n(-c4ccccc4)c(=O)c23)CS1 | -0.8 | 0.03 | i
O=c1[nH]cc(F)c(=O)[nH]1 | 0.7 | -0.52 | i
Cc1ccc2oc(=O)n(Cc3ccc(OC(C)C)cc3)c2c1 | -1.4 | -1.8 | i
C=CCN1C(=O)C(CC(=O)Nc2ccccc2)SC1=Nc1c(C)n(C)n(-c2ccccc2)c1=O (stereo not given) | -0.7 | -0.1 | i
COc1ccc(C(=O)/C=C/c2ccccc2)c(O)c1 | -0.9 | -0.57 | i
COc1ccc(OC)c(S(=O)(=O)N/N=C\c2ccc3c(c2)OCO3)c1 | 6.8 | 0.56 | i
O=C(CCCOc1ccccc1)Nc1cccc([N+](=O)[O-])c1 | -1.4 | -0.03 | i

Single records, from the list above. Order of values: STK33 inh, Kir21 block, KCNQ2 block
`O=C(Nc1ccccc1F)c1ccc2c(c1)OCO2` is listed as 2.2, -0.52, i
`COc1ccc(OC)c(S(=O)(=O)N/N=C\c2ccc3c(c2)OCO3)c1` is listed as 6.8, 0.56, i
`C=CCN1C(=O)C(CC(=O)Nc2ccccc2)SC1=Nc1c(C)n(C)n(-c2ccccc2)c1=O` (stereo not given) is listed as -0.7, -0.1, i
`CCOC(=O)CNC(=O)CSc1ncccc1-c1nc2ccccc2[nH]1` is listed as 1.0, -0.11, i

Next records follow.
SMILES | STK33 inh | Kir21 block | KCNQ2 block
CCOC(=O)C(=O)NCC(c1cccs1)S(=O)(=O)c1ccc(C)cc1 (stereo not given) | -0.9 | 0.02 | i
N#Cc1c(SCC(=O)Nc2nccs2)sc2c(O)cc(=O)[nH]c12 | 1.3 | -0.47 | i
O=c1c2ccccc2nc2n1CC/C2=C\N1CCN(c2ccc([N+](=O)[O-])cc2)CC1 | 0.5 | 0.11 | i
COc1ccc(NC(=O)CS(=O)CC(=O)Nc2ccc(-n3cnnn3)c(C)c2)cc1 (stereo not given) | -1.0 | -0.32 | i
CC(C)(C)n1nc2c(c1NC(=O)c1ccc(Cl)c([N+](=O)[O-])c1)CS(=O)(=O)C2 | -2.0 | 1.7 | i
O=C(NNc1ncnc2c1cnn2-c1ccc(F)cc1)c1cccs1 | -0.5 | 1.8 | i
Cn1c(/C(C#N)=C(\O)c2ccc([N+](=O)[O-])cc2)nc2ccccc21 | -0.7 | 0.97 | i
O=C(O)CCC(=O)Nc1nc2nccc(-c3ccccc3)n2n1 | -1.7 | 0.26 | i
O=C(/C=C/c1ccc(Cl)cc1Cl)N(Cc1ccc(Cl)cc1)C1CCS(=O)(=O)C1 (stereo not given) | -0.8 | 0.6 | i
Cc1[nH]n(-c2ccccc2)c(=O)c1N=Nc1cccc(S(=O)(=O)N2CCOCC2)c1 | 1.4 | -0.65 | i
CCOc1ccc(NC(=O)CN(C)C(=O)CN2C(=O)C3CC=CCC3C2=O)cc1OCC (stereo not given) | -1.0 | -0.11 | i
O=C(Cn1nc(C(=O)O)c2ccccc2c1=O)Nc1ccccc1C(F)(F)F | -0.5 | 0.73 | i
O=C1SCC(c2ccc(Cl)cc2Cl)=NN1Cc1nnc(-c2ccccc2)o1 | -0.9 | -0.48 | i
Cc1ccc(S(=O)(=O)N(C)C)cc1NC(=O)COC(=O)CCCOc1ccccc1 | -0.5 | -1.1 | i
COc1cc(/C=C(/Sc2nnc(-c3ccc(F)cc3)o2)C(=O)O)ccc1OC(F)F | 0.9 | 0.94 | i
CC(C)CCNC(=O)C(Cc1ccccc1)NS(=O)(=O)c1ccc2c(c1)c(=O)n(C)c(=O)n2C (stereo not given) | -1.0 | 0.42 | i
Cc1ccccc1NC(=O)c1cccc2nccnc12 | 1.3 | 0.84 | i
Cc1ccc(-c2nnn(CC(=O)N(CCN3CCOCC3)C(C(=O)NC(C)(C)C)c3ccc(C)o3)n2)cc1 (stereo not given) | 0.1 | 2.3 | -6*
COc1ccc(S(=O)(=O)N2CCCCC2)cc1NC(=O)c1cc([N+](=O)[O-])ccc1N1CCOCC1 | -0.5 | -0.55 | i
COc1cccc(OC)c1C(=O)Nc1nnc(C(C)C)s1 | 0.9 | 0.58 | i
COC(=O)c1cccc(S(=O)(=O)N2CCCCC2)c1 | 0.1 | 1.4 | i
Cc1cccc(C)c1NC(=S)N1CCC(N(C)CC2CCCO2)CC1 (stereo not given) | -0.3 | 1.3 | i
CCCN1C(=O)c2ccccc2NC1c1ccc(Cl)cc1 (stereo not given) | 0.5 | 1.1 | i
CCOc1ccc(C(c2c(NC(=O)c3ccccc3)sc(C)c2C)N2CCN(C)CC2)cc1 (stereo not given) | -3.9 | -2.9 | i

Ordered by molecular weight (rising): part of the list above.
SMILES | STK33 inh | Kir21 block | KCNQ2 block
CCCN1C(=O)c2ccccc2NC1c1ccc(Cl)cc1 (stereo not given) | 0.5 | 1.1 | i
Cc1cccc(C)c1NC(=S)N1CCC(N(C)CC2CCCO2)CC1 (stereo not given) | -0.3 | 1.3 | i
CC(C)CCNC(=O)C(Cc1ccccc1)NS(=O)(=O)c1ccc2c(c1)c(=O)n(C)c(=O)n2C (stereo not given) | -1.0 | 0.42 | i
COc1ccc(S(=O)(=O)N2CCCCC2)cc1NC(=O)c1cc([N+](=O)[O-])ccc1N1CCOCC1 | -0.5 | -0.55 | i
Cc1ccc(-c2nnn(CC(=O)N(CCN3CCOCC3)C(C(=O)NC(C)(C)C)c3ccc(C)o3)n2)cc1 (stereo not given) | 0.1 | 2.3 | -6*

Continued:
SMILES | STK33 inh | Kir21 block | KCNQ2 block
Cc1cc(O)c(NC(=S)NC(=O)c2ccc(-c3ccc(Cl)cc3)o2)cc1C | -2.7 | -0.3 | i
O=C1c2ccccc2NC(c2cccnc2)N1c1ccccc1F (stereo not given) | -0.1 | -0.87 | i
COc1ccc(NC(=O)c2nn(C)c(C(=O)Nc3ccc(OC)cc3)c2[N+](=O)[O-])cc1 | -1.2 | 1.1 | i
COc1ccc(CNC(=O)c2cnc3cc(C)ccn3c2=O)cc1 | 0.9 | 0.03 | i
Cc1cc(=O)[nH]c2c1c(C)nn2C(C)(C)C | -1.8 | 0.04 | i
O=C1c2ccccc2C(=O)N1OCc1ccccc1[N+](=O)[O-] | -2.4 | -0.1 | i
CCN1CCS/C1=C/C=C/C1=[N+](CC)CCS1 | -2.2 | -1.4 | i
CCCCOc1ccc(CSC(=N)N)cc1Cl | -0.9 | -12* | i
CC1(C)CC(=O)C2=C(C1)OC(N)=C(C#N)[C@@H]2c1ccccc1[N+](=O)[O-] | -0.8 | -2.4 | i
Cc1ccc2nc(-c3ccc(N4C(=NC(=O)CCC(=O)O)SC5CS(=O)(=O)CC54)cc3)sc2c1 (stereo not given) | -3.1 | 0.29 | i
O=C(Cc1cccs1)Nc1cccc(-c2nc3ccccc3o2)c1 | 1.0 | -2.7 | i
CCOc1ccc(NC(=O)CSc2nc3ccccc3nc2N2CC(C)OC(C)C2)cc1 (stereo not given) | 0.5 | 0.31 | i
C/C(CC(C)C)=N\NC(=O)Nc1ccccc1 | 1.4 | 1.6 | i
O=C(NCc1cn(-c2ccccc2)nc1-c1ccc(F)cc1)c1cccc([N+](=O)[O-])c1 | -2.1 | 1.3 | i
CCOCc1cc(CN2CCCC(CNC(=O)c3ccco3)C2)ccc1OC (stereo not given) | 1.0 | -0.04 | i
Cc1ccc(S(=O)(=O)NNC(=O)c2cnn(-c3ccccc3)c2C(F)(F)F)cc1 | -1.6 | 2 | i
